# HSF-1 act: HSF-1 activators, primary screen, NIH3T3-HGL cells, MG132 stress, luminescence, single point | actives 1.7% (n = 300,000) | activation, % at 9 µM | NIH3T3-HGL HSF-1 luciferase reporter, 8 h; 100% = twice DMSO control signal;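 active = mean replicate activation of at least 50% with a set share of replicates each reaching 50%; inconclusive = only one of those two conditions met; inactive = mean below 50% and too few replicates reaching it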;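 also: 0% = median of the neutral control wells and 100% = twice that signal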
# IEC-6 tox: cytotoxicity in IEC-6 intestinal epithelial cells, primary screen, cytotoxicity control for KLF5 inhibitor project, cell-based, luminescence. actives 0.78% (n = 290,000). inhibition, % at 5 µM. IEC-6 cytotoxicity, luminescence viability; in the data active = inhibition above about 22%;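 also: 0% = plate median of test compound wells and 100% = cytotoxic reference compound wells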
# HSF1 inh: HSF1 inhibitors in luciferase reporter cells, primary screen, cell-based, NIH3T3, luminescence; activity change, negative = inhibition, % at 7.5 µM (by protocol); actives 0.77% (n = 300,000); AID 2098, 2009; NIH3T3-HGL HSE-luciferase, MG132-induced, luminescence 8 h; hits give low values;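 active = more than half of replicate wells show activity change below -50%, luminescence cut by over half; inconclusive = some wells, but at most half, below -50%; inactive = no replicate well below -50%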;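 also: luciferase reports HSF-1 transcriptional activity via heat shock element; 0% = median of DMSO wells and -100% = zero luminescence signal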
# KLF5 inh: KLF5 expression inhibitors, primary screen, DLD-1 cells, luminescence. DLD-1 KLF5 promoter-luciferase reporter. inhibition, % at 5 µM. actives 0.23% (n = 290,000);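 active = inhibition above a per-plate limit of that plate's mean compound inhibition plus 3 SD, cut at about 60% in these data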;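 also: 0% = DMSO wells and 100% = LY294002 at 200 µM; higher means less KLF5 promoter-driven luciferase light; inactives centre near -14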
# Platelet DG rel: inhibitors of platelet dense granule secretion, primary screen, cell-based, MLPCN, human platelets; human platelet-rich plasma, SFLLRN dense granule ATP release, luminescence; inhibition, %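 (compounds screened at 7.5 µM in platelet-rich plasma)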; actives 0.22% (n = 300,000);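 active = mean replicate score, as percent of positive control, at or above 50; inconclusive = mean below 50 but at least one replicate at or above 50; inactive = mean and every replicate below 50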
# HIF act: HIF pathway transcriptional activators, primary screen, cell-based, U2OS HRE-luciferase, luminescence. U2OS HRE-luciferase reporter; normalized: DMSO 0%, desferrioxamine 100%. activation, % at 7.5 µM (by protocol). actives 0.32% (n = 300,000). AID 1910, 2009;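 active = mean activation of at least 10% of the iron chelator positive control signal, with at least half of replicates also reaching 10%; inconclusive = mean and replicate majority disagree about reaching 10%; inactive = mean and most replicates under 10%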
# HSP90 refold inh: HSP90 inhibitors, primary screen, cell lysate, luminescence; Heat shock protein HSP 90 (rabbit reticulocyte lysate; luciferase refolding); Rabbit reticulocyte lysate, luciferase refolding luminescence, 3 h; inhibition, % at 5.6 µM; actives 0.91% (n = 290,000); AID 1789, 2009;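 active = inhibition above the screen-wide mean plus 3 SD, computed separately per campaign, cut at about 16% in these data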;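 also: 0% = DMSO wells and 100% = 60 µM geldanamycin wells; inhibitors lower the luminescence because luciferase stays unfolded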
# AI-2 QS mod: Vibrio harveyi AI-2 quorum sensing modulators, primary screen, JMH597 strain, luminescence/OD600 ratio; Vibrio harveyi JMH597 AI-2 luminescence/OD600 ratio, 9 h; hits give low values; strain lacks LuxN and CqsS sensors; 0 = neutral-control median; activity change, % at 7.5 µM; actives 0.4% (n = 300,000); in the data active = activity change below about -75%, passing the limit was not always enough; inconclusive = no clear call, values can overlap the other calls;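 also: luminescence divided by OD600 gain over 9 h not by final OD600 alone; inactives centre near 13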
# aSyn 5UTR inh: MLPCN primary screen, SNCA 5' untranslated region; AID 1813, 2009; inhibition, % (tested at 7.5 µM); alpha-synuclein 5'UTR reporter, inhibitor activity; actives 0.82% (n = 300,000); in the data active = inhibition above about 60%; inconclusive = no clear call, values can overlap the other calls;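 also: H4 neuroglioblastoma cells stably carrying SNCA 5'UTR luciferase fusion; 0% = DMSO wells and 100% = positive control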
# SKKanGAS inh: S. pyogenes SKKanGAS growth inhibitors in kanamycin, primary screen, streptokinase expression inhibitor project, SKKanGAS strain, BacTiter-Glo luminescence; 6 h; inhibition, % at 7.5 µM; actives 1.3% (n = 300,000); AID 1662, 2009;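 active = mean replicate score, as percent of positive control median, at least 50; inconclusive = mean below 50 but one replicate at or above 50; inactive = mean and every replicate below 50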;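 also: strain carries kanamycin resistance gene driven by streptokinase promoter and grows in 40 µg/ml kanamycin; loss of luminescence reflects streptokinase promoter inhibition or plain growth inhibition; 0% = median of DMSO wells and 100% = positive control at its reference dose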
# An asterisk follows results filed as active; ? = inconclusive; · = no result given.
SMILES,HSF-1 act,IEC-6 tox,HSF1 inh,KLF5 inh,Platelet DG rel,HIF act,HSP90 refold inh,AI-2 QS mod,aSyn 5UTR inh,SKKanGAS inh
COc1ccc(CCNC(=O)CSc2nc(N)c(C#N)c(-c3cccs3)c2C#N)cc1OC,-4.1,-4.9,0.9,-34.5,-5.3,-0.1,-1.4,25.3,18.8,-3.4
CC1CN(C(=O)CCNC(=O)c2ccc(Br)cc2)CC(C)O1 (centres undefined),26.6,·,6.5,·,-12.9,0.3,·,·,-5.7,-4.9
COc1ccc(C(=O)N2CCN(CCc3ccccn3)CC2)cc1,20.8,2.0,4.4,-9.6,-7.4,-0.5,4.5,-8.0,-7.8,-8.3
COc1cccc(-n2c(SC)nnc2-c2c[nH]c3ccccc23)c1,-1.0,3.4,10.3,-4.4,-2.4,0.0,5.0,19.7,2.9,1.5
Cc1cc(C)n(-c2cccc(Cl)c2)c(=O)c1C#N,-1.8,-0.6,-1.8,-20.5,-3.1,-1.5,3.3,21.5,-23.1,3.9
N#CC12C(N)=NC3(OCCO3)C1(C#N)C1=C(CCC1)NC2c1ccccc1 (centres undefined),0.1,2.8,-3.4,-13.8,10.1,-0.4,3.9,10.4,-4.5,-0.3
Brc1cc2c(cc1CSc1ncccn1)OCO2,15.9,8.5,9.1,-26.1,-2.2,-0.9,3.1,-3.6,0.0,1.7
Cc1cccc(OCC(=O)OCC(=O)c2c(N)n(C)c(=O)n(C)c2=O)c1,-5.9,3.6,-6.2,-17.3,-14.6,-0.2,-2.7,16.5,4.8,-8.9
Cc1ccc(NC(=O)CN(C)C(=O)COC(=O)/C=C/c2cccs2)cc1,-13.6,·,-2.9,·,-3.7,-0.2,·,29.4,-20.6,-8.1
O=C(COc1ccc(Br)cc1Br)NC1CCCC1,38.8,-0.7,16.0,-76.3,-1.0,1.7,-1.8,2.1,-112.8,11.0
Cc1cc(C)c(NC(=O)CSc2nc3ncc(Br)cc3[nH]2)c(Cl)c1,-43.5,5.3,-23.4,7.0,4.1,0.2,-0.6,15.5,-6.7,2.9
Cn1c2ccccc2c2ncn(CCCN3CCOCC3)c(=O)c21,-11.9,4.9,0.1,-3.5,-2.1,0.9,2.6,2.2,-8.0,7.0
CCC1CN(C(=O)Nc2ccc(C)cc2)c2cc(C)ccc2O1 (centres undefined),-11.0,3.3,-5.1,3.0,5.1,-0.8,-4.0,17.5,-7.3,-3.8
O=C(O)Cn1c(CCS(=O)(=O)c2ccc(Br)cc2)nc2ccccc21,-20.4,-2.2,-3.6,-36.0,17.5,0.1,0.6,8.4,4.3,3.4
N#Cc1nc(COc2ccccc2)oc1N1CCCCC1,11.9,6.1,8.4,-27.7,1.3,1.5,-0.1,12.0,-15.2,0.3
Cc1cccc2cc(-c3nc4ccc(C(=O)O)cc4[nH]3)c(=O)oc12,-5.9,-1.4,-6.9,-24.7,10.8,3.4,20.6*,22.0,-26.0,26.0
COc1cc(C2c3c(oc4ccccc4c3=O)C(=O)N2Cc2ccco2)ccc1O (centres undefined),-6.3,3.0,-4.3,-4.7,-44.3,1.2,1.8,9.1,7.1,-2.1
Nc1ccc(-c2nc3cc(N)ccc3s2)cc1,·,2.0,·,-187.9,·,·,25.0*,7.8,·,·
COc1ccc(-c2noc(-c3ccc(Cl)cc3)n2)cc1,25.4,2.5,3.0,-39.2,9.7,2.6,-3.1,3.0,-131.0,0.6
COc1cc(C(=S)N2CCOCC2)cc(OC)c1OC(=O)c1ccccc1[N+](=O)[O-],2.4,2.5,-2.2,-34.0,4.6,-1.1,-1.8,5.5,4.1,3.1
Cc1nc(N)sc1-c1csc(N(C)c2ccc(O)cc2)n1,-18.0,-6.4,-0.5,-9.7,2.1,-0.2,27.3*,-1.4,-127.1,64.3*
N#C/C(=C\c1ccccc1OCc1ccc(C(=O)O)cc1)C(=O)Nc1ccc(O)cc1,22.1,-5.2,10.7,-27.5,1.4,0.4,0.9,26.9,2.1,-3.1
CC(C)=CCN1CCN(Cc2cc(F)ccc2-n2nc(C)cc2C)CC1CCO (centres undefined),-59.2,0.5,?,2.8,-7.6,0.1,-1.2,15.4,3.5,-12.9
CCc1ccc(CN2CCC(n3nccc3NC(=O)c3cccc(F)c3)CC2)cc1,15.2,-2.8,-2.3,-8.2,0.8,-0.5,1.1,23.4,7.4,-2.3
Cc1ccc(N2C(=O)c3ccccc3C2C(=O)c2ccc(C)c(C)c2O)cc1 (centres undefined),9.2,-4.8,5.7,-42.8,-4.4,1.2,2.0,50.6,-55.9,7.7
CC1(Br)C2CCCC1C2S(=O)(=O)c1ccccc1 (centres undefined),4.8,-0.3,-8.1,-10.8,13.8,-2.1,4.1,-6.9,-1.8,1.4
Cc1ccc(C(=O)Nc2ccc(Cl)cn2)cc1S(=O)(=O)N1CCOCC1,-1.2,-5.9,4.6,-31.7,5.8,1.3,-0.7,14.1,-19.7,-6.2
O=C(NNC(=O)c1ccccc1Br)c1ccc(Cl)c(Cl)c1,0.8,1.3,-11.5,-30.8,4.3,-0.5,-7.2,7.9,-1.0,6.6
COc1ccccc1C(=O)N/C(=C\c1cn(C)c2ccccc12)C(=O)N1CCCC1,-2.7,0.1,-1.1,-23.8,-1.8,-0.2,1.3,16.8,34.6,9.1
Cc1nccn1CCC1CCCCN1C(=O)CCc1nnc(-c2ccsc2)o1 (centres undefined),0.3,0.3,3.5,-18.1,1.0,-0.2,2.1,31.4,0.0,-4.6
Cc1cc(NC(=O)Cn2nc(-c3cccs3)ccc2=O)cc(C)c1Br,16.2,-4.5,5.2,0.2,12.0,-0.3,-2.6,19.0,26.8,7.3
CCOc1ccc(NC(=O)C2CC(=O)N(C(C)C)C2)cc1 (centres undefined),-20.5,0.7,-1.3,-13.9,1.7,0.2,-1.4,13.4,2.4,-3.8
O=C(O)Cc1coc2ccc3ccccc3c12,-3.4,-1.6,2.0,-11.0,-12.6,0.0,4.4,35.7,-14.8,-3.7
CCCc1cc2c(=O)c(-c3ccccn3)c(C)oc2cc1O,16.2,-0.8,-7.7,-2.7,0.2,0.3,0.4,-9.7,-50.3,-4.1
Cc1ccc(S(=O)(=O)Nc2ccc3c(c2)nc2n3CCN(Cc3ccccc3)C2)cc1,-4.1,0.3,-3.1,16.6,-9.4,-0.3,-1.3,8.2,-39.1,6.5
CCn1c(=O)n(CC)c2cc(NS(=O)(=O)c3ccccc3)ccc21,-6.7,7.4,-3.5,-17.5,-7.2,-0.3,0.8,7.7,8.1,-1.0
O=C(O)CC1(CC(=O)NCc2ccncc2)CCCCC1,0.1,0.2,-3.6,-27.9,-5.0,-0.5,8.6,-1.0,-8.5,-11.8
CCc1nccn1Cc1cc(C=O)ccc1OC,-8.7,1.6,-0.6,11.5,-19.7,0.2,-2.3,13.8,-4.3,-1.3
O=S(=O)(NCC1CCCO1)c1cc(Br)c(Br)s1 (centres undefined),0.5,-2.0,-3.5,-25.8,1.0,-0.2,4.0,14.0,8.2,1.4
Cc1sc2nc(SCC(=O)NCCO)n(-c3ccccc3)c(=O)c2c1C,18.1,-6.9,2.5,-8.4,-5.4,0.1,-1.9,5.5,4.7,-8.9
COc1ccc([N+](=O)[O-])cc1NC(=O)c1cn(-c2ccc(Cl)cc2)c(=O)c2ccccc12,16.3,1.4,-1.3,-0.8,-1.5,-0.4,-2.7,13.5,34.9,8.8
O=C(NCCN1CCOCC1)c1ccc2c(c1)ncn2C1CCCCC1,-4.4,4.1,-9.9,2.6,-1.6,-0.2,1.6,18.6,-7.9,2.6
CC12CCC(=O)N1C(C(=O)NCCc1ccccc1)CS2 (centres undefined),0.9,-4.9,6.5,-52.2,-7.1,1.2,-6.6,8.6,-52.2,-0.4
CN1CCN(c2ccc(NC(=O)c3ccc(C(F)(F)F)cc3)cn2)CC1,-10.8,-5.1,0.7,-1.6,-2.0,0.6,0.4,12.8,3.2,-1.1
COc1cccc(NC(=S)N(CCc2nc3cc(C)c(C)cc3[nH]2)Cc2cccnc2)c1,-1.3,0.0,-1.8,-16.5,0.2,0.1,-0.1,-1.9,9.3,-5.6
O=C(COC(=O)c1ccc(O)cc1O)c1ccc(Cl)cc1,61.3*,·,53.3,·,7.3,2.6,·,3.4,-95.9,16.9
O=C1CC(c2ccc(Cl)c([N+](=O)[O-])c2)c2ccc3ccccc3c2N1 (centres undefined),-72.3,-2.7,-64.8*,-1.7,-3.6,-0.5,1.5,14.0,4.5,4.1
C=CCn1c(=O)c2ccccc2n2c(SCC(=O)NCc3cccs3)nnc12,-24.8,5.4,-9.9,-25.3,-1.8,0.3,-1.5,4.3,0.8,1.8
CCN(CC)CCC(=O)NC(C)(C)Cc1ccc(O)cc1,-17.0,-3.0,-7.0,3.0,·,-0.4,-2.0,-0.4,-2.4,-1.9
O=S(=O)(c1ccc2c(c1)N(Cc1ccc(Cl)cc1)C1CCCN21)N1CCOCC1 (centres undefined),10.5,-2.0,-3.4,-9.6,-5.3,-0.4,-2.1,12.4,0.5,0.3
COc1ccc(C)cc1S(=O)(=O)NCCc1ccccc1,45.1,-1.3,15.8,-26.2,-2.0,-0.3,1.2,-3.4,28.3,-3.8
OC1(c2ccccc2)CCN(Cc2ccccc2)CC1,1.5,4.5,-1.9,-16.1,8.5,-26.5,0.6,16.5,-1.7,-0.4
CC(NC(=O)c1cccc2ccccc12)c1ccc2c(c1)CCCC2 (centres undefined),9.5,-5.9,-9.2,-2.5,-4.9,0.2,3.8,32.5,5.4,18.9
CN(CC/C=C1/c2ccccc2CSc2ccccc21)CCCO,9.1,-3.7,-6.6,2.2,2.2,0.9,3.5,3.8,-27.4,4.1
Cc1cc(C)c(NC(=O)COC(=O)Cc2cccs2)c(C)c1,-1.2,·,-7.7,·,2.3,0.1,·,27.0,6.2,-0.2
COc1ccc(C(=O)Nc2ccc(-c3ccc(NC(=O)c4ccc(OC)cc4)c(OC)c3)cc2OC)cc1,-12.6,0.3,-8.9,4.5,5.4,0.5,-3.3,9.0,15.6,13.2

# Source: PubChem (several laboratories)

# The order is random. Share with any hit: about 6%.
